# Screens deposited in PubChem BioAssay by Vanderbilt High Throughput Screening Facility.
# Cav3 T inh – blocks human Cav3.2 T-type calcium channel; O95180; Cav3.2-expressing cells, Fluo-4 calcium fluorescence FDSS; active compounds read low; B-score at 10 µM; actives 4% (n = 100,000); AID 449739;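 active = single-dose well whose peak fluorescence ratio is a statistical outlier from its plate by either plate-standardised score or position-corrected B-score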
# * = called active by the depositor. The list is partial, so the mix of outcomes need not match the whole.
SMILES,Cav3 T inh
CCC(C)NC(=O)CSC1=Nc2ccccc2C2=NC(c3ccccc3)C(=O)N12 (configuration not stated),1.2
Cc1cc(C)n2nc(SCc3nnc(SCc4ccccc4)s3)nc2n1,-1.4
Oc1ccccc1C1Nc2cccc3cccc(c23)N1,-0.27
Cc1ccc(N(CC(=O)N2CCN(C3CCCCC3)CC2)S(=O)(=O)c2cccnc2)cc1,1.2
CCCC1S/C(=N/N=C/c2ccc(C)cc2)N(Cc2ccc(OC)cc2)C1=O (configuration not stated),-4.1
CCn1cc(C(=O)NC2CCCCCC2)c2cc(OC)c(OC)cc2c1=O,1.7
CCn1c(SCC(=O)Nc2ccccc2N2CCOCC2)nnc1-c1ccccc1,1.3
C=CCN1C(=O)C(CC(=O)O)SC1=Nc1c(C)n(C)n(-c2ccccc2)c1=O (configuration not stated),-0.55
O=c1oc2ccccc2n1CCCCCn1c(=O)oc2ccccc21,0.42
O=C(CSc1ccc2nnc(-c3ccc(F)cc3)n2n1)N1CCOCC1,1.8
CC(C)C(NC(=O)CSc1ccc(Cl)cc1)C(C)C,-0.65
COCCN(Cc1cc2cc3c(cc2nc1Cl)OCO3)C(=O)Nc1ccc(F)cc1,-0.56
Cc1cc(=O)[nH]c(SCC(=O)N2CCCc3ccccc32)n1,1
O=C(Nc1nnc(-c2ccco2)s1)C1CC1,0.11
Fc1ccc(COc2ccc(/C=N/n3cnnc3)cc2)cc1,1.2
CCCC[C@H]1C2=C3[C@@H](CC(C(=O)OC)=C[C@@H](C(=O)OC)[C@H]3C(C)(C)C2=O)n2c(=O)n(-c3ccccc3)c(=O)n21,-0.44
COc1ccccc1-c1cc(C(=O)N2CCN(c3ccccc3OC)CC2)no1,-3
CCOc1cc(NC(=S)Nc2cccc(OC)c2)c(OCC)cc1NC(=O)C1CC1,0.12
O=[N+]([O-])c1cccc(/C=N/Nc2cc(Cl)nc(-c3ccccc3)n2)c1,-0.1
Cc1ccc(NC(=O)c2nc[nH]c2C(=O)N2CCCCC2)c(C(=O)c2ccccc2)c1,-1.6
COc1ccc(C2C(C(=O)N3CCOCC3)=C(C)NC3=C2C(=O)CC(C)(C)C3)c(OC)c1 (configuration not stated),0.82
Cc1ccc(N(CC(=O)N2CCc3ccccc32)S(=O)(=O)c2cccs2)cc1,-2.1
COc1cccc(C2NC(=O)NC(C)=C2C(=O)Nc2cc(OC)ccc2OC)c1 (configuration not stated),0.48
Cc1noc(C)c1CSc1nc2ccccc2c(=O)n1-c1ccccc1,-2
CCN(CC)C(=O)Oc1ccc2c(=O)c(-c3ccc(OC)cc3)c(C)oc2c1,-0.61
SMILES,Cav3 T inh
CCOC(=O)c1cc(S(=O)(=O)N2CCN(C(=O)OCC)CC2)cn1C,1.1
CCOC(=O)N1CCN(C(=O)CCS(=O)(=O)c2ccc(Br)s2)CC1,-0.14
COc1ccc(N(CC(=O)Nc2cc(C)on2)S(=O)(=O)c2ccc(Cl)cc2)cc1,0.89
CC1(C)CC(=O)c2sc(N3CCCCC3)nc2C1,-0.51
Cc1cc(=O)[nH]c(SCC(=O)Nc2ccccc2C#N)c1C#N,-0.18
CC(C)(C)n1ncc2c(=O)n(CC(=O)NCc3ccccc3Cl)cnc21,-2.6
Clc1ccccc1CSc1nnc(Cn2cnc3ccccc32)n1-c1ccccc1,-2.2
CCCCOc1cc(=O)[nH]c(=O)[nH]1,0.00066
Cc1ccc2nc(/C(C#N)=C\c3ccc(N4CCOCC4)o3)[nH]c2c1,-5*
Cc1cc(=O)n2c3ccccc3n(CC(O)CN3CCCCC3)c2c1C#N (configuration not stated),0.53
CCCCCc1cc(=O)oc2c(C(CCN(CC)CC)c3ccc(OC)cc3)c(OC)cc(OC)c12 (configuration not stated),-0.99
CC1CCN(C(=O)c2cc(-c3ccccc3O)on2)CC1,0.09
CCOC(=O)c1[nH]c2ccc(C)cc2c1NC(=O)CN1CCCCC1,0.77
CCCCn1c(SCC(=O)NCc2ccco2)nc2c(sc3ccccc32)c1=O,-0.063
CC(=O)Oc1ccc(C2OC(=O)c3ccccc3N2C(C)=O)cc1 (configuration not stated),0.88
Fc1ccc(-c2csc3ncnc(Nc4ccc(N5CCOCC5)cc4)c23)cc1,-1.3
O=C(NC1CCCC1)C(c1ccsc1)N(C(=O)Cc1cccs1)c1cccc(F)c1 (configuration not stated),-0.14
CCCOc1cc(C)c(Cl)cc1S(=O)(=O)N(CC)CC,-3.8*
Cn1c(SCC(=O)N2CCc3ccccc32)nc2cccnc21,-0.9
CSc1ccccc1NC(=O)c1ccccc1N(C)S(C)(=O)=O,0.4
Cc1ccc(OCC(=O)N2CC3(C)CC2CC(C)(C)C3)cc1 (configuration not stated),-1.6
CC(C)Oc1ccc(C2C(C(=O)c3ccco3)=C(O)C(=O)N2Cc2cccnc2)cc1 (configuration not stated),0.7
O/N=C/c1ccccc1Oc1ccccc1,-0.65
COCc1nnc(NC(=O)CS(=O)(=O)Cc2ccccc2)s1,-0.19
COc1ccc(N2CCN(C3CC(=O)N(Cc4ccc(N5CCCC5=O)cc4)C3=O)CC2)cc1 (configuration not stated),0.7
SMILES,Cav3 T inh
Cc1nc2ccc(C(=O)c3ccccc3)cc2[nH]1,0.079
O=C(CC1NCCNC1=O)Nc1ccc2c(c1)OCCO2 (configuration not stated),-0.31
CCn1c(SCC(=O)N2CCN(c3ccccc3)CC2)nnc1-c1c[nH]c2ccccc12,-1.8
CCN1C(=O)CC(c2ccco2)Sc2ccccc21 (configuration not stated),-0.64
N#Cc1nc(-c2ccc(F)cc2)oc1NCc1ccccc1,0.56
Cc1ccc(C23CC4CC(CC(CC(=O)N5CCOCC5)(C4)C2)C3)cc1,-2.6
c1ccc(CNc2ccc3ccccc3n2)nc1,-0.41
CC1CCN(S(=O)(=O)c2cn(CC(=O)N3CCN(C)CC3)c(=O)c3ccccc23)CC1,1.1
CCCCOC(=O)CCc1nc2ccccc2[nH]1,-0.93
Cc1cc(Cl)ccc1NC(=S)NCc1cccs1,-0.72
CCOC(=O)c1cc(C(=O)Nc2ccc(C)c(F)c2)nn1C,0.24
COc1ccc(/C=N/Nc2nc(N3CCCC3)nc(N3CCCC3)n2)cc1O,-1.1
COc1ccc(-c2cnn3c(N)c(S(=O)(=O)c4ccccc4)cnc23)cc1,-0.59
COc1cccc(OCc2nnc(SCC(=O)OCc3ccccc3)o2)c1,-0.029
CC(C)(C)OC(=O)NCc1ccc(NC(=O)c2nc[nH]c2C(=O)N[C@@H](Cc2ccccc2)C(=O)OCc2ccccc2)cc1,-0.89
CCCC(O)(CCN1CCOCC1)c1ccc(Br)cc1 (configuration not stated),-0.16
O=C(NCc1ccco1)NC1CCCCC1,-1
COc1nc(NCc2ccc(Cl)cc2)nc(OC)n1,-1.6
N#CC1=C(N)SC(N)=C(C#N)C1Cc1ccccc1,-1.1
CCOC(=O)CSc1ncc(-c2ccccc2)cn1,1.6
CC(C)C(OC(=O)c1cccs1)C(=O)NCc1ccco1 (configuration not stated),0.53
CCOC(=O)CNC(=O)CCCCCC(=O)NCC(=O)OCC,-0.49
CSCCC(NC(=O)c1ccc(Cl)cc1)C(=O)NC(C)(C)C (configuration not stated),-1.1
C=CCN(CC=C)S(=O)(=O)c1ccc(NC(=S)NC(=O)c2ccco2)cc1,-0.99
CCN(CC)C(=O)COc1ccc(-c2nnc(N3CCCCC3)c3ccccc23)cc1,-2.4
SMILES,Cav3 T inh
COc1ccc(C(=O)N2CCC(C(=O)O)CC2)cc1,-1.3
CCOC(=O)CSc1nc2cc3c(cc2cc1CC)OCCO3,-4.6*
CN(C)CCCNC(=O)Cc1ccc(Br)cc1,-0.14
CC(C)(C)c1ccc(OCC(O)CNC(=O)c2ccccc2C(=O)O)cc1 (configuration not stated),-0.26
O=C(CN1CCN(c2ccccc2)CC1)Nc1nnc(-c2ccccc2)s1,0.48
N=c1c2c(-c3ccccc3)c(-c3ccccc3)n(Cc3ccccc3)c2ncn1CCO,-5.2*
CCNc1nc(N2CCCCC2)nc(-n2nnc(C(=O)OCC)c2C)n1,-0.47
CCOC(=O)c1cccc(NC(=O)CSc2nnc(-c3ccoc3C)n2CC)c1,0.45
CSc1nc2ccccc2n1Cc1cccc(F)c1,-3
N#Cc1c(N)nc(SCc2ccccn2)c(C#N)c1-c1cccs1,0.45
CCC1CCCCN1CCCNC(=O)CC1Oc2ccc(C)cc2NC1=O (configuration not stated),0.2
Cc1cccc(NC2SC(=O)N(c3ccccc3)C2=O)c1 (configuration not stated),-2
CC(=O)Nc1nc2nc(-c3ccccc3)cc(-c3ccccc3)n2n1,1.1
COc1c2ccoc2c(OC[C@@H](O)C(C)(C)O)c2oc(=O)ccc12,0.052
O=C1CCc2cc(S(=O)(=O)NCCC(=O)N3CCN(c4cccc(Cl)c4)CC3)ccc2N1,1.7
Cc1ccc(SCC(=O)Nc2cc(C)on2)cc1,1.3
CN(Cc1ccccc1)C(=O)c1[nH]cnc1C(=O)N[C@@H](CCCCNC(=O)OC(C)(C)C)C(=O)OC(C)(C)C,-1
FC(F)(F)COc1nc(OCC(F)(F)F)nc(N2CCN(c3ccccc3)CC2)n1,-2.6
CCC(C)(C)NC(=O)C1CCN(c2nc(C)cc(C)n2)CC1,0.56
Cc1nn(-c2nc(-c3ccco3)cc(C(F)(F)F)n2)c(C)c1Br,0.091
CCC1(C)Cc2c(sc3nc(SCC(=O)O)[nH]c(=O)c23)CO1 (configuration not stated),0.72
CC(C)(C)Oc1ccccc1Nc1nc(NCCO)nc(N2CCCC2)n1,0.11
Cn1cccc1C(=O)NC(=O)COC(=O)CNS(=O)(=O)c1ccc(Br)cc1,0.026
COC(=O)C1=C(Nc2ccc(C)cc2)C=C(C)C(C(=O)OC)C1c1ccc(F)cc1 (configuration not stated),-5.1*
CCOc1cc(S(=O)(=O)NC2CCCCC2)ccc1F,-0.001
SMILES,Cav3 T inh
COc1cc(-c2nc3cnccn3c2Nc2ccc(C)cc2)ccc1O,-0.44
CCCNC(=O)c1oc2ccc3c(c2c1C)C(=O)CC(C)(C)O3,-0.56
CCOC(=O)Cn1c(S(=O)(=O)Cc2cccc(F)c2)nc(-c2ccccc2)c1-c1ccccc1,-3.4
CCc1nc(C)cn1S(=O)(=O)c1ccc(Cl)c(Cl)c1Cl,-3.6*
O=C(c1cnn2c(C(F)(F)F)cc(-c3ccccc3)nc12)N1CCOCC1,0.56
Cc1ccc(-c2ccc(/C=N/N3C(=O)C4C5C=CC(CC5)C4C3=O)o2)c([N+](=O)[O-])c1 (configuration not stated),-3.1
O=C(O)C1CCN(C(=O)OCc2ccccc2)CC1,0.98
Cn1c(N)c(C(=O)COC(=O)c2ccc(Br)o2)c(=O)n(C)c1=O,1.4
Cc1ccccc1NC(=O)C1CCCN1S(=O)(=O)c1cccc2cccnc12 (configuration not stated),0.029
COCc1nnc(NS(=O)(=O)c2ccc(NC(C)=O)cc2)s1,-0.057
COc1ccc(CCNC(=O)c2cc(-c3cc(C)c(C)cc3O)n[nH]2)cc1OC,-0.71
OCCN=C1CCCc2c1[nH]c1ccc(Br)cc21,-0.88
CS(=O)(=O)c1nc(-c2cccs2)cc(C(F)(F)F)n1,1.1
Cc1cccc(-n2c(O)c(C=NCCCN3CCOCC3)c3ccccc3c2=O)c1,1.1
Nc1nnc(SCc2ccccc2)n1-c1ccccc1,0.34
O=C(CN1CCN(C(=O)c2ccco2)CC1)Nc1cc(C(F)(F)F)ccc1Cl,0.29
COc1ccc2cc3c(N)c(C(=O)N4CCCC4)sc3nc2c1,-1.1
CCSc1nc2c(c(=O)[nH]1)C(c1cccnc1)C(C(=O)OC)=C(C)N2 (configuration not stated),0.38
CCCNC(=O)CS(=O)Cc1nc(-c2ccccc2C)oc1C (configuration not stated),-0.044
O=C(N1CCCCCC1)n1c(Cc2ccccc2)nc2ccccc21,-1.6
CCCC(=O)Nc1cccc(NC(=O)c2ccc3c(c2)OCO3)c1,0.94
O=C(Cn1cc(/C=N/O)c2ccccc21)N1CCOCC1,0.04
O=C(Cn1cc2c(n1)CCCC2)NCc1ccccn1,-0.2
COc1ccc(S(=O)(=O)Nc2cccc(NC(C)=O)c2)cc1,-0.2
CCC12CC3CC(C1)CC(C(=O)Nc1nn[nH]n1)(C3)C2,1.3
SMILES,Cav3 T inh
CC(C)C(OC(=O)c1cccs1)C(=O)NC1CCCCC1 (configuration not stated),-0.51
CCOC(=O)CN1C(=O)N[C@@H](CCc2ccccc2)C(C(C)=O)=C1C,0.13
O=C(c1cc(-c2ccccc2)nc2ccccc12)N1N=C(C(F)F)CC1(O)C(F)F (configuration not stated),-0.61
CCOC(=O)C1CCN(S(=O)(=O)c2ccc(OCC)cc2)CC1,0.98
CN1CCCC(OC(=O)c2cc(Br)ccc2Cl)C1 (configuration not stated),-0.21
Nc1c(-c2cccc(Cl)c2)cnn1-c1cccc([N+](=O)[O-])c1,-4.9*
CCOC(=O)C1CCN(C(=O)CSCc2nc(-c3ccc(OCC)cc3)oc2C)CC1,-2.5

# Structures above that contain a furan ring, fused or not, in the order listed:
SMILES,Cav3 T inh
O=C(Nc1nnc(-c2ccco2)s1)C1CC1,0.11
Cc1ccc2nc(/C(C#N)=C\c3ccc(N4CCOCC4)o3)[nH]c2c1,-5*
CCCCn1c(SCC(=O)NCc2ccco2)nc2c(sc3ccccc32)c1=O,-0.063
CC(C)Oc1ccc(C2C(C(=O)c3ccco3)=C(O)C(=O)N2Cc2cccnc2)cc1 (configuration not stated),0.7
CCN1C(=O)CC(c2ccco2)Sc2ccccc21 (configuration not stated),-0.64
O=C(NCc1ccco1)NC1CCCCC1,-1
CC(C)C(OC(=O)c1cccs1)C(=O)NCc1ccco1 (configuration not stated),0.53
C=CCN(CC=C)S(=O)(=O)c1ccc(NC(=S)NC(=O)c2ccco2)cc1,-0.99
CCOC(=O)c1cccc(NC(=O)CSc2nnc(-c3ccoc3C)n2CC)c1,0.45
COc1c2ccoc2c(OC[C@@H](O)C(C)(C)O)c2oc(=O)ccc12,0.052
Cc1nn(-c2nc(-c3ccco3)cc(C(F)(F)F)n2)c(C)c1Br,0.091
CCCNC(=O)c1oc2ccc3c(c2c1C)C(=O)CC(C)(C)O3,-0.56
Cc1ccc(-c2ccc(/C=N/N3C(=O)C4C5C=CC(CC5)C4C3=O)o2)c([N+](=O)[O-])c1 (configuration not stated),-3.1
Cn1c(N)c(C(=O)COC(=O)c2ccc(Br)o2)c(=O)n(C)c1=O,1.4
O=C(CN1CCN(C(=O)c2ccco2)CC1)Nc1cc(C(F)(F)F)ccc1Cl,0.29
